Screening data (PubChem BioAssay)
Polio RdRp inh – inhibitors of poliovirus RNA polymerase binding and polymerization; poliovirus polymerase elongation, fluorescence polarization; active compounds read low; % elongation, % (compound at 16.7 µg/mL); 150,000 tested, 0.66% active; in the data active = % elongation below about 90%; note: some results filed as inactive read as strong as hits
Target sequence (P03300 1749-2209 limits assumed): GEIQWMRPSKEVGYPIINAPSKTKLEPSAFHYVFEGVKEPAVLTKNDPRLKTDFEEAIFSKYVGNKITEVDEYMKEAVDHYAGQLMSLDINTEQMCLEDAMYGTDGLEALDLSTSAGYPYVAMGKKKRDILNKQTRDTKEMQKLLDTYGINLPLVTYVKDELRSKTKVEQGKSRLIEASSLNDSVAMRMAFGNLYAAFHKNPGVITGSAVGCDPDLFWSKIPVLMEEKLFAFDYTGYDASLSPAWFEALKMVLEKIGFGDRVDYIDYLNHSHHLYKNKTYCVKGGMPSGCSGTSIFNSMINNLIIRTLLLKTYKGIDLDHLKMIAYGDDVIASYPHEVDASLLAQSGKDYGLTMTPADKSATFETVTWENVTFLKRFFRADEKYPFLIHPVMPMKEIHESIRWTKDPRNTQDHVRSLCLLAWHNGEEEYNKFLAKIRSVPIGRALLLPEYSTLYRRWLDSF
Polio RdRp inh FP z-score – second read-out of Polio RdRp inh, no call of its own (marks repeat the call); z-score; measured here: FP z-score; hits read low
The depositor's hits bear a star; & = joins results of further samples.

SMILES	Polio RdRp inh	Polio RdRp inh FP z-score
O=C1Nc2ccc(Br)cc2/C1=N/N1C(=O)C(O)=CC1(O)c1ccccc1 (configuration not stated)	93.0	-0.8
CCN1CCc2c(sc(-n3cccc3)c2C(C)NC(=O)Nc2ccccc2C)C1 (configuration not stated)	117.0	1.2
CCOC(=O)C1CCCN(C(=O)Cn2ncc3c([nH]c4ccc(C)cc43)c2=O)C1 (configuration not stated)	101.0	-0.2
Cc1cc(NC(=O)COC(=O)c2ccccc2)no1	99.0	-0.4
CNc1oc(COc2ccc(C)cc2)nc1C#N	100.0	-0.5
O=C(CSc1nc(-c2ccccc2)cc(C(F)(F)F)n1)N1CCCCC1	100.0	-0.4
CCN(CC)c1ccc(/C=C2/SC(=Nc3cccc(C)c3)NC2=O)c(OC)c1	46.0	-4.5
Cc1ccc2c(c1)CCCN2C(=O)C1CCCN1C(=O)OC(C)(C)C (configuration not stated)	106.0	0.7
CCC(=O)Nc1ccc(N2CCN(C(=O)CC(C)C)CC2)cc1	102.0	-0.2
COc1ccc(NC(=O)c2sc3cc(Cl)ccc3c2Cl)cn1	102.0	0.1
Cc1ccccc1NC(=S)NC(=O)C(C)C	100.0	0.1
CCN(Cc1ccccc1)C(=O)c1cnn(-c2ccc(F)cc2)c1-n1cccc1	112.0	1.1
CCOc1ccc(CNS(=O)(=O)c2cc(-c3cc(C)no3)ccc2C)cc1OC	103.0	-0.9
O=C1c2cccnc2C(=O)N1Cc1ccc(S(=O)(=O)NCc2ccco2)cc1	100.0	-1.4
NC1=NC(c2ccccc2C(F)(F)F)N(c2ccc(F)c(Cl)c2)C(N)=N1 (configuration not stated)	102.0	0.1
COc1ccc(CC2c3cc(OC)c(OC)cc3CC[N+]2(C)CCC(=O)OCCCCCOC(=O)CC[N+]2(C)CCc3cc(OC)c(OC)cc3C2Cc2ccc(OC)c(OC)c2)cc1OC (configuration not stated)	100.0	0
Cc1oc2ncnc(N3CCOCC3)c2c1C(=O)N(Cc1ccccc1)C(C)C	102.0	-0.7
O=C(O)c1ccccc1OP(=O)(O)O	99.0&98.0	-0.1&-0.3
CCc1cccc(NC(=O)CCc2c(C)nc3c(-c4ccccc4)c(C)nn3c2C)c1	110.0	0.9
CC1CCc2nc3ccc(S(=O)(=O)N4CCC(C(=O)N5CCCCC5)CC4)cc3c(C(=O)O)c2C1 (configuration not stated)	103.0	1.2
CCC1CCCCN1CCCNC(=O)c1c(O)nc2ccccn2c1=O (configuration not stated)	108.0	1.1
O=C1Nc2ccccc2S/C1=C/c1ccc(C(=O)NC2CCCC2)cc1	103.0	0.5
CCN1CCN(C(=O)CSc2ccc(C)cc2)CC1	99.0	-0.2
Cc1cccc(NC(=O)c2cnc3ccccn3c2=O)c1	99.0	-0.9
COc1ccc(C)cc1N1CC(C(=O)Nc2cc(Cl)ccc2N2CCN(C)CC2)CC1=O (configuration not stated)	104.0	0.2
Cc1ccccc1OCC(=O)Nc1ccc2nc(SCC(N)=O)sc2c1	111.0	0.9
CCOC(=O)C1CCN(C(=O)CSc2ccccc2Cl)CC1	104.0	0.9
Cc1cn(S(=O)(=O)c2ccc(F)c(Cl)c2)cn1	106.0	0.3
CCOC(=O)c1cccc(NS(=O)(=O)c2cc3[nH]c(=O)c(=O)[nH]c3cc2C)c1	108.0	0.4
Cc1ccc(N(Cc2cccs2)C(=O)c2ccco2)cc1	107.0	0.1
CCOc1ccc(CN2CCC(C(=O)NCC3CCCO3)CC2)cc1OC (configuration not stated)	102.0	0.1
Cc1cc2n(n1)CCCN2C(=O)Nc1ccc(Cl)cc1	105.0	0.5
Nc1cc(=O)[nH]c(SCCCCN2C(=O)c3ccccc3C2=O)n1	98.0	-0.4
CC(Sc1nnc(Cc2cccs2)n1C)C(=O)c1ccc(NS(C)(=O)=O)cc1 (configuration not stated)	104.0	-0.9
CN(C(=O)COc1ccccc1)c1ccc(C(O)(C(F)(F)F)C(F)(F)F)cc1	101.0	-0.1
COc1ccc(C)cc1NS(=O)(=O)c1ccc2oc(=O)c3ncn(C)c3c2c1	112.0	0.9
CC(=O)NN1C(=O)c2ccccc2NC1c1ccco1 (configuration not stated)	101.0	0.2
CC1CCN(C(=O)/C=C/c2c(Cl)nc3sccn23)CC1	102.0	0
Cc1cc(NC(=O)c2ccccc2C)no1	103.0	0.4
COc1ccc(-c2ncnn2-c2sc3c(c2C#N)CCCC3)cc1	100.0	-0.3
COc1ccc(NC(=O)CC#N)cc1	100.0	0
Cc1ccc(CCN2CC(C(=O)N3CCC4(CC3)OCCO4)CC2=O)cc1 (configuration not stated)	100.0	0
COCCCNC1CC(=O)N(c2ccc(OC)cc2)C1=O (configuration not stated)	101.0	0
COc1ccc(-c2c(C#N)c(SCC(=O)Nc3ccc(C)c(C)c3)nc(C)c2C(=O)Nc2ccc(Cl)cc2)cc1	106.0	0.2
O=C(NCCSc1c[nH]c2ccccc12)c1ccc(Br)o1	100.0	-0.5
CC1(C)N2CN(CCCCN3CN4N(C3)C4(C)C)CN21 (configuration not stated)	107.0	0.6
CCOc1nc(SC)nc2sc3c(c12)CCN(C)C3	101.0	-0.1
Cc1ccc(N2C(=O)CSC2/C=C/c2ccccc2)cc1 (configuration not stated)	120.0	1.8
CCc1ccc(CN2CCNCC2)cc1	99.0	-0.4
Cc1ccccc1Nc1c(-c2ccc(N3CCOCC3)cc2)nc2ncccn12	107.0	-0.3
CCc1ccccc1NC(=O)Nc1nnc(N2CCCC2)s1	108.0	0.1
CCCCOc1c(Cl)cc(CNC(C)(C)CO)cc1OCC	102.0	0.3
COc1ccc(-c2cc(C(F)(F)F)n3nc(C)c(-c4ccccc4)c3n2)cc1OC	32.0	-7.2
Clc1ccc2c(c1)c(-c1ccccc1)nc1nncn12	101.0	-0.1
CCN(C(=O)CSC1=NCCS1)C1CCCCC1	103.0	0.3
CC(C)(C)C(=O)Nc1cccc(-c2nc3ccccc3[nH]2)c1	104.0	0.1
CC1=C(C(=O)Nc2ccc(F)cc2F)C2(CCCCCC2)OC1=O	103.0	-0.6
CCOC(=O)C1CCN(C(=O)[C@H](Cc2ccccc2)N2Cc3ccccc3C2=O)CC1	98.0	-1.4
NC(=O)C1CCN(C(=O)c2ccc(/C=C3/Oc4ccccc4N(Cc4ccccc4F)C3=O)cc2)CC1	101.0	-0.5
Cc1ccccc1NC(=O)CCC1COc2ccccc2O1 (configuration not stated)	102.0	0.7
(continued)
SMILES	Polio RdRp inh	Polio RdRp inh FP z-score
COc1ccc(OC)c(CCNC(=O)c2nn(C)c3c2CSc2ccccc2-3)c1	112.0	0.3
CCC(C)NC(=O)c1cccc(NC(=O)c2nsc3ccccc23)c1 (configuration not stated)	110.0	0.6
CC1=C(C#N)C(c2cc(Br)ccc2O)C(C#N)=C(C)N1	100.0	-0.7
O=C(Cc1ccccc1)c1ccc(Br)cc1	105.0	0.2
Cc1cccc(N2CCN(C(=O)/C=C3\Sc4ccccc4NC3=O)CC2)c1C	101.0	0
Cc1ccc(C(=O)CC2(O)C(=O)Nc3ccccc32)o1 (configuration not stated)	100.0	-0.3
O=C(NCc1cccc(Br)c1)c1cccn1-c1nnc(N2CCCCC2)s1	105.0	-0.4
CCN(CC)CCn1nc(C)nc1-c1ccccc1O	95.0	-1.1
COc1cc(NC(=O)CC(c2cccs2)N2Cc3ccccc3C2=O)cc(OC)c1OC (configuration not stated)	110.0	0.5
CC(C)(C)N=C1OC(c2ccccc2)(C(F)(F)F)NC(=S)N1c1ccccc1 (configuration not stated)	105.0	0.2
CC(=O)c1ccc(NC(=O)c2nn(C)c3c2CS(=O)(=O)c2ccccc2-3)cc1	111.0	0.9
CC(C)c1ccc(OCC(=O)Nc2ccccc2C(F)(F)F)cc1	109.0	0.5
C=CS(=O)(=O)c1ccc(Oc2ccc(S(=O)(=O)C=C)cc2)cc1	100.0	-0.6
Cn1c(=O)c(=O)n(C)c2cc(S(=O)(=O)N3CCOc4ccccc43)ccc21	99.0	-0.2
COc1cn(-c2ccccc2)nc1C(=O)Nc1ccc2nc(C)sc2c1	105.0	0.4
O=S(=O)(N/N=C/c1ccc2c(c1)OCO2)c1ccc(Cl)cc1	100.0	0
N#Cc1ccc(CSc2nnc(-c3ccc(Br)cc3)o2)cc1	108.0	0.8
Cc1ccc(C)c(N2CCN(c3ncnc4c3nc3n4CCCC3)CC2)c1	98.0	-1.9
COC(=O)c1cc(-c2ccccc2)nc2ccc(C)cc12	102.0	0.1
CC(C)(C)C(=O)c1sc(NCc2ccco2)c(C(N)=O)c1N	108.0	0.7
S=C(NCCc1ccc(Cl)cc1)Nc1ccccc1	100.0	-0.9
CCN(CC)c1nc(C)nc2ccccc12	109.0	1.5
NNC(=O)Cc1csc(-c2cccc(-n3cccc3)c2)n1	106.0	0.5
N#C/C(=C/c1ccccc1)c1cccc(C#N)c1	102.0	1.1
Cc1ccc(-c2cc(NC(=O)COC(=O)C3=NNC(=O)CC3)n(-c3ccccc3)n2)cc1	101.0	0
Cc1ccc2c(c1)C(=O)C(=O)N2Cc1ccc(OCCC(C)C)cc1	105.0	-0.3
COc1ccc(CN(C)CC(=O)NC(=O)Nc2ccc(C)cc2C)cc1	100.0	-0.3
CC1CCCN(Cc2nc3c(c(=O)n(C)c(=O)n3C)n2CCc2ccccc2)C1 (configuration not stated)	104.0	0.9
CCC(=O)NCC(c1ccc2c(c1)OCO2)N1CCN(c2ccccc2)CC1 (configuration not stated)	114.0	1.5
CCOC(=O)C(CC)Sc1nnc(-c2c[nH]c3ccccc23)n1CCOC (configuration not stated)	102.0	0.3

Compounds listed so far with a COOH group, in the order listed:
SMILES	Polio RdRp inh	Polio RdRp inh FP z-score
O=C(O)c1ccccc1OP(=O)(O)O	99.0&98.0	-0.1&-0.3
CC1CCc2nc3ccc(S(=O)(=O)N4CCC(C(=O)N5CCCCC5)CC4)cc3c(C(=O)O)c2C1 (configuration not stated)	103.0	1.2

Remaining list, next part.
SMILES	Polio RdRp inh	Polio RdRp inh FP z-score
Cc1ccccc1CNC(=O)C(=O)NCC(c1cccs1)S(=O)(=O)c1ccc(Cl)cc1 (configuration not stated)	109.0	0.5
COc1cc(C2c3c(-c4cc(C)ccc4O)n[nH]c3C(=O)N2CCCO)ccc1OCCC(C)C (configuration not stated)	107.0	0.1
Cc1cc(=O)c2cc(C(=O)Nc3ccc(C)c(C)c3)ccc2[nH]1	106.0	-0.1
COc1ccc(CSc2nnc(SCc3ccc(C(=O)O)cc3)s2)cc1	103.0	0
O=C(CCOc1ccccc1)NCC(c1ccco1)N1CCCCC1 (configuration not stated)	103.0	0.1
NC(=O)NC(=O)CC1S/C(=N/N=C2\CSC(=O)N2)NC1=O (configuration not stated)	93.0	-1.8
Cc1oc(C(=O)O)cc1CSc1ccccc1C(=O)O	100.0	0
O=C(CN1C(=O)CSC1=O)N1CCCC1	102.0	0
Cc1c(Cl)cccc1NC(=O)CCCN1C(=O)CCC1=O	100.0	0.1
O=c1ccn2c(SCc3ccccc3)nnc2[nH]1	104.0	0.5
CCN1CCN(C(=Nc2ccccc2)P(=S)(N(C)C)N2CCN(CC)CC2)CC1 (configuration not stated)	101.0	0.1
CC1(C)CC(NS(C)(=O)=O)CC(C)(C)N1O	102.0	0
Cc1ccccc1OCC(=O)OC1CCCN(C)C1 (configuration not stated)	106.0	1.6
O=C(CC(=O)c1ccccc1)Nc1ccccc1	97.0	-0.8
CCN(CC)c1ccc(NC(=O)CSc2cccc[n+]2[O-])cc1	101.0	-0.2

Two entries from above, comma-delimited.
SMILES,Polio RdRp inh,Polio RdRp inh FP z-score
O=C(CSc1nc(-c2ccccc2)cc(C(F)(F)F)n1)N1CCCCC1,100.0,-0.4
CCN(CC)c1ccc(/C=C2/SC(=Nc3cccc(C)c3)NC2=O)c(OC)c1,46.0,-4.5

Carrying on.
SMILES	Polio RdRp inh	Polio RdRp inh FP z-score
CCN(/C=C1\SC(=S)N(c2ccc(OC)cc2)C1=O)CC	123.0	2
O=C(CC(CC(=O)c1ccccc1)c1cccc2ccccc12)c1ccccc1	103.0	0.1
COCc1cc(C)nc2sc(C(N)=O)c(N)c12	103.0	0.4
CS(=O)(=O)c1cccc(S(=O)(=O)c2cccc(S(C)(=O)=O)c2)c1	103.0	0.5
CC(C(=O)O)c1cccc(Oc2ccccc2)c1 (configuration not stated)	100.0&100.0	0.1&0.2
CCC(=O)Nc1ccc2nc(SCc3ccc(F)c4ccccc34)sc2c1	104.0	0.9
CC(=O)c1c(C)oc2ccc(NS(=O)(=O)c3ccc(C(C)C)cc3)cc12	105.0	0.1
Cc1nnc(NC(=O)C2CCCN(c3ncccn3)C2)s1 (configuration not stated)	99.0	-0.4
O=C1c2ccccc2-c2nnc(-c3cccc(OC(F)(F)F)c3)cc21	103.0	0.4
O=C1Nc2ccccc2C1=Nc1cccc(C(F)(F)F)c1	88.0*	-1.2*
O=C(CSc1nnc(-c2ccco2)n1-c1ccccc1)NC(=O)c1ccccc1	100.0	-0.4
O=C(c1ccc(S(=O)(=O)Nc2ccccc2Cl)cc1)N1CCCC1	102.0	0.2
N#Cc1ccccc1NC(=O)c1ccc(N2C(=O)CCC2=O)cc1	100.0	-0.4
COCCCNC1CCOc2ccccc21 (configuration not stated)	104.0	0.7
c1cncc(-c2nc3c4ccccc4nc(NCCCN4CCCCCC4)n3n2)c1	101.0	-0.6
N#Cc1ccccc1S(=O)(=O)N1CCCC(c2nc3c(nnn3Cc3cccc(Cl)c3)c(=O)[nH]2)C1 (configuration not stated)	106.0	-0.2
N#Cc1ccc(CCC(=O)c2cccs2)cc1	111.0	1.1
S=C(NCc1ccco1)NC1OCCOC1NC(=S)NCc1ccco1 (configuration not stated)	100.0	0

Structural class: the entries above with a CF3 group.
SMILES	Polio RdRp inh	Polio RdRp inh FP z-score
O=C(CSc1nc(-c2ccccc2)cc(C(F)(F)F)n1)N1CCCCC1	100.0	-0.4
NC1=NC(c2ccccc2C(F)(F)F)N(c2ccc(F)c(Cl)c2)C(N)=N1 (configuration not stated)	102.0	0.1
CN(C(=O)COc1ccccc1)c1ccc(C(O)(C(F)(F)F)C(F)(F)F)cc1	101.0	-0.1
COc1ccc(-c2cc(C(F)(F)F)n3nc(C)c(-c4ccccc4)c3n2)cc1OC	32.0	-7.2
CC(C)(C)N=C1OC(c2ccccc2)(C(F)(F)F)NC(=S)N1c1ccccc1 (configuration not stated)	105.0	0.2
CC(C)c1ccc(OCC(=O)Nc2ccccc2C(F)(F)F)cc1	109.0	0.5
O=C1c2ccccc2-c2nnc(-c3cccc(OC(F)(F)F)c3)cc21	103.0	0.4
O=C1Nc2ccccc2C1=Nc1cccc(C(F)(F)F)c1	88.0*	-1.2*

The list is partial; count on the stated rates, not on these rows.
